Yeast tox = Compounds toxic to wild-type S. cerevisiae growth | A595 turbidity, 16 h | growth inhibition, % at 25 µM (by protocol) | actives 0.3% (n = 30,000) | AID 685;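 active = mutant and wild-type yeast strains alike exhibit over 30% growth inhibition; inconclusive = a strain exceeds 50% while the second remains under 30%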;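 note: 0% = untreated cell controls and 100% = YPD media blanks without cells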
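System – wild-type and eIF2Bepsilon-R284H mutant S. cerevisiae, screened separately · Measured by – absorbance at 595 nm (turbidity) · Timing – 16 h compound exposure during growth at 30 °C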
Yeast eIF2B = modulators of yeast eIF2B activity. actives 0.91% (n = 27,000). S. cerevisiae eIF2B-epsilon R284H, GCN4-lacZ luminescence. inhibition, % at 25 µM (by protocol);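 active = mutant luminescence inhibited past about 50% while wild type luminescence and mutant growth stay under set limits, limit read from the data; inconclusive = mutant versus wild type luminescence inhibition gap past a set limit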; note: some compounds called inactive have numbers as strong as hits
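material = yeast eIF2B-epsilon R284H mutant carrying GCN4–beta-galactosidase fusion | schedule = 16 h growth with compound at 30 °C, 90 min Beta-Glo step | measured by = luminescence and A595 | compound dosing = one concentration, 25 µM, 0.25% DMSO | read-out basis = % inhibition of reporter signal and growth versus controls | buffer or medium = YPD medium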
Yeast tox inhibition % = further read-out of Yeast tox, marked with its call; growth inhibition, %; S. cerevisiae eIF2Bepsilon-R284H mutant growth, A595 turbidity, 16 h;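 each compound tested once at 25 µM; 0% equals untreated cells and 100% equals cell-free medium blanks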
Yeast eIF2B mutant toxicity = also measured in Yeast eIF2B; calls as there; growth inhibition, %; measured here: mutant yeast growth, toxicity;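 each compound tested once at 25 µM; zero equals untreated control growth and 100 equals blank medium absorbance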
* hit, by the source's call; ? = inconclusive; nt = not tested or not shown. Only part of the results is shown. The share of hits here may be higher or lower than overall.

1: O=C(Cc1c(F)cccc1Cl)Nc1ccon1
2: O=c1oc(-c2cccs2)nc2ccccc12
3: CC(C)COc1ccc(C(=O)NCc2ccco2)cc1
4: CCN(CC)CCn1c(SCC(=O)NCc2ccco2)nc2c(sc3ccccc32)c1=O
5: O=C(NCCSc1ccc(Cl)cc1)c1ccco1

assay / entry | 1 | 2 | 3 | 4 | 5
Yeast tox | 1.3 | 6.1 | 3.3 | 5.1 | 2.3
Yeast tox inhibition % | -19.0 | -8.3 | 0.0 | 19.4 | 14.1
Yeast eIF2B | 21.1 | -4.4 | nt | 23.2 | nt
Yeast eIF2B mutant toxicity | -19.0 | -8.3 | nt | 19.4 | nt

6: C=CCNC(=O)C(C(=O)OCC)C1CCCCC1 (stereo not drawn)
7: O=C1c2[nH]nc(-c3ccccc3O)c2C(c2cccc(Cl)c2)N1CC1CCCO1 (stereo not drawn)
8: O=C(NCc1ccccc1F)c1cccs1
9: N#Cc1ccc(C(=O)NCC(c2ccco2)N2CCCCC2)cc1 (stereo not drawn)
10: O=C(NCc1ccncc1)C1CCCCC1

assay / entry | 6 | 7 | 8 | 9 | 10
Yeast tox | 11.6 | 12.1 | 18.0 | 10.3 | -38.8
Yeast tox inhibition % | 8.3 | 3.7 | 22.2 | 18.6 | -16.7
Yeast eIF2B | -2.9 | 26.4 | nt | nt | 9.6
Yeast eIF2B mutant toxicity | 8.3 | 3.7 | nt | nt | -16.7

11: CCOC(=O)C1=C(C)Nc2ccc(C)cc2S1
12: Cc1oc2c(c1C(=O)c1ccccc1)C(=O)C(=O)c1ccccc1-2
13: Cc1cc(C)cc(NS(=O)(=O)c2ccc3[nH]c(=O)[nH]c3c2)c1
14: O=P(O)(c1ccccc1)c1ccccc1O
15: COC(=O)Cn1cc(C(=O)OC)cc(Br)c1=O

assay / entry | 11 | 12 | 13 | 14 | 15
Yeast tox | 6.2 | -5.9 | -0.2 | 2.3 | 11.8
Yeast tox inhibition % | 4.8 | 15.0 | 6.5 | -10.9 | -13.8
Yeast eIF2B | 6.8 | 21.5 | 52.0* | 6.4 | 26.1
Yeast eIF2B mutant toxicity | 4.8 | 15.0 | nt | -10.9 | -13.8

16: CCOC(=O)C1=C(O)/C(=C\c2ccc(CNC(=O)C(=O)Nc3ccc(C)c(C)c3)o2)N=C1C
17: CCOc1cc2[nH]c(=O)n(CC3CCC(C(=O)NC(C)CC)CC3)c(=O)c2cc1OCC (stereo not drawn)
18: CCOC(=O)N1CCC(Nc2c(-c3ccc(C)cc3)c(=O)c2=O)CC1
19: Cc1ccc(S(=O)(=O)N2CCCN(S(=O)(=O)c3ccc(C)cc3)CC2)cc1
20: COc1ccccc1N(CN1CCCC1=O)C(=O)c1c(F)cccc1F

assay / entry | 16 | 17 | 18 | 19 | 20
Yeast tox | -3.9 | -0.7 | -15.4 | 0.4 | -12.4
Yeast tox inhibition % | -16.2 | -14.8 | -15.4 | 23.3 | 0.0
Yeast eIF2B | 1.9 | 22.5 | 8.1 | -22.7 | 10.3
Yeast eIF2B mutant toxicity | -16.2 | -14.8 | -15.4 | 23.3 | nt

21: CC(c1nnc(SCC(=O)N2CC(=O)Nc3ccccc32)n1Cc1ccccc1)N(C)C (stereo not drawn)
22: O=c1cc(C(F)(F)C(F)F)oc2ccccc12
23: CNC(=O)CC1C(=O)N(C)C(=S)N1NC(=O)c1ccc(Cl)cc1 (stereo not drawn)
24: N/C(=N\OS(=O)(=O)c1ccc(Cl)cc1)c1ccncc1
25: CSCCC(C(=O)N1CC2(C)CC1CC(C)(C)C2)N1C(=O)c2ccccc2C1=O (stereo not drawn)

assay / entry | 21 | 22 | 23 | 24 | 25
Yeast tox | 1.7 | 21.1 | 12.3 | 22.7 | 14.5
Yeast tox inhibition % | 0.0 | 9.7 | 7.7 | 14.7 | -27.8
Yeast eIF2B | 12.6 | 20.1 | nt | 17.4 | 27.3
Yeast eIF2B mutant toxicity | nt | 9.7 | nt | 14.7 | -27.8

In the list so far, 3 have an aryl thioether with sulfur outside any ring.
4: CCN(CC)CCn1c(SCC(=O)NCc2ccco2)nc2c(sc3ccccc32)c1=O
5: O=C(NCCSc1ccc(Cl)cc1)c1ccco1
21: CC(c1nnc(SCC(=O)N2CC(=O)Nc3ccccc32)n1Cc1ccccc1)N(C)C (stereo not drawn)

assay / entry | 4 | 5 | 21
Yeast tox | 5.1 | 2.3 | 1.7
Yeast tox inhibition % | 19.4 | 14.1 | 0.0
Yeast eIF2B | 23.2 | nt | 12.6
Yeast eIF2B mutant toxicity | 19.4 | nt | nt

Other compounds follow.
26: COc1ccc(S(=O)(=O)N2CCCN(CCC(=O)Nc3cccc(C(F)(F)F)c3)CC2)cc1
27: CCCCCCCCCCn1c2c(c(=N)c3c1CCC3)CCC2
28: COCCn1c(C)cc(C(=O)CSc2ncnc3sc4c(c23)CCC4)c1C
29: COCCSc1ccccc1C(=O)N1CCOCC1
30: O=C1NCCCc2nonc21

assay / entry | 26 | 27 | 28 | 29 | 30
Yeast tox | 13.3 | 78.9* | -40.4 | 8.8 | 13.4
Yeast tox inhibition % | 0.0 | 95.7* | -13.0 | 10.3 | 3.7
Yeast eIF2B | 16.3 | nt | 5.1 | nt | 13.0
Yeast eIF2B mutant toxicity | nt | nt | -13.0 | nt | 3.7

31: CCOC(=O)C1CCCN(C(=O)c2sc3nc(-c4ccc(F)cc4)cn3c2C)C1 (stereo not drawn)
32: CC(CN1CCOCC1)OC(=O)C(C)(c1ccccc1)c1ccccc1 (stereo not drawn)
33: CCOc1ccc(-n2c(SCC)nc3c(c2=O)SCC3)cc1
34: COc1ccc(CCNC(=O)CS(=O)Cc2nc(-c3cccs3)oc2C)cc1OC (stereo not drawn)
35: Cc1nn(-c2ccc(F)cc2)c(Cl)c1/C=C(\CCC(=O)O)c1nc2ccccc2s1

assay / entry | 31 | 32 | 33 | 34 | 35
Yeast tox | 5.5 | -25.0 | -36.6 | 2.2 | 7.9
Yeast tox inhibition % | 3.2 | -21.7 | -11.4 | -4.5 | 4.3
Yeast eIF2B | 5.6 | 1.1 | 16.6 | 26.4 | nt
Yeast eIF2B mutant toxicity | 3.2 | -21.7 | -11.4 | -4.5 | nt

36: CS(=O)(=O)N(CC(=O)NCC1CCCO1)Cc1ccc(Cl)cc1 (stereo not drawn)
37: Cc1ccc(C)c(N(CC(=O)NCCSCc2ccco2)S(C)(=O)=O)c1
38: COc1ccc2oc(=O)c(C(=O)NCc3ccccn3)cc2c1
39: CCOc1ccc(NC(=O)Cn2nnc(C(=O)NCc3ccccc3OC)c2N)cc1
40: Cc1ccc(C(C(=O)NC2CCCC2)N(Cc2ccc3c(c2)OCO3)C(=O)Cc2cccs2)cc1 (stereo not drawn)

assay / entry | 36 | 37 | 38 | 39 | 40
Yeast tox | -2.4 | 5.8 | 7.9 | -9.1 | -2.5
Yeast tox inhibition % | 0.0 | 10.3 | -1.7 | -39.3 | 11.5
Yeast eIF2B | nt | 5.2 | nt | 24.4 | 14.0
Yeast eIF2B mutant toxicity | nt | 10.3 | nt | -39.3 | 11.5

41: O=C(NCc1ccccn1)C1CCN(S(=O)(=O)c2ccccc2)CC1
42: CCOc1nc(Nc2ccc(OC)c(Cl)c2)nc(N2CCN(c3ccc(OC)cc3)CC2)n1
43: Cc1ccc(C)c(-n2c(CNC(=O)c3ccco3)nnc2SCC(=O)N2CCc3ccccc32)c1
44: COc1ccc(C)cc1-n1c(SCC(=O)Nc2cc(C)on2)nc2sc(C)c(C)c2c1=O
45: Cc1sc2nc(CN3CCCC3)nc(N3CCN(S(=O)(=O)c4cccs4)CC3)c2c1C

assay / entry | 41 | 42 | 43 | 44 | 45
Yeast tox | 11.1 | -1.8 | -54.7 | -8.9 | 5.2
Yeast tox inhibition % | 3.7 | 7.9 | -31.0 | -3.5 | -5.3
Yeast eIF2B | nt | nt | -3.1 | 18.4 | -18.4
Yeast eIF2B mutant toxicity | nt | nt | -31.0 | -3.5 | -5.3

Profiles from above:
Results for `O=C(NCc1ccccn1)C1CCN(S(=O)(=O)c2ccccc2)CC1` : Yeast tox: 11.1; Yeast tox inhibition %: 3.7; Yeast eIF2B: nt; Yeast eIF2B mutant toxicity: nt
Results for `CCOc1nc(Nc2ccc(OC)c(Cl)c2)nc(N2CCN(c3ccc(OC)cc3)CC2)n1` : Yeast tox: -1.8; Yeast tox inhibition %: 7.9; Yeast eIF2B: nt; Yeast eIF2B mutant toxicity: nt

Next entries
46: Cc1cc(C)c(C)c(OCC(=O)N2CCCCCC2)c1
47: CC(=O)CCS(=O)(=O)c1ccc(C)c(C)c1
48: Cn1c(=O)cc(-c2ccccc2)c2ccccc21
49: COc1ccc(-c2cn3c(C)c(C(=O)Nc4cccc(C)n4)sc3n2)cc1
50: CCN(C(=O)CSc1nnc(Cc2cccc3ccccc23)n1N)C1CCS(=O)(=O)C1 (stereo not drawn)

assay / entry | 46 | 47 | 48 | 49 | 50
Yeast tox | -12.5 | 11.1 | 5.7 | -35.3 | 9.3
Yeast tox inhibition % | 2.6 | -23.8 | 25.0 | -20.6 | 13.0
Yeast eIF2B | nt | 19.0 | -4.6 | -4.8 | nt
Yeast eIF2B mutant toxicity | nt | -23.8 | 25.0 | -20.6 | nt

51: COc1ccc(NC(=O)N2CCc3ccccc32)cc1
52: COc1cc(C(=O)NCCC(=O)NCCCN2CCCCC2)cc(OC)c1OC
53: COc1ccc(-n2c(COc3ccc(C)cc3)nnc2SCc2ccc(C#N)cc2)cc1
54: CN(Cc1ccccc1)S(=O)(=O)c1ccc(NC(=O)C2CCCO2)cc1 (stereo not drawn)
55: Cc1cccc(C(=O)NC2CC3CCCC(C2)N3S(=O)(=O)c2ccccc2)c1 (stereo not drawn)

assay / entry | 51 | 52 | 53 | 54 | 55
Yeast tox | 22.4 | -10.0 | 13.8 | 12.3 | 2.2
Yeast tox inhibition % | 23.1 | 10.7 | 13.6 | -7.4 | -6.5
Yeast eIF2B | 85.3 | 21.6 | 14.4 | 3.0 | 5.4
Yeast eIF2B mutant toxicity | 23.1 | 10.7 | 13.6 | -7.4 | -6.5

56: O=C1C=C(O)CC(c2ccc(Cl)c(Cl)c2)C1 (stereo not drawn)
57: COC(=O)Cc1c(C)c2cc(Cl)c(OC(=O)c3ccco3)cc2oc1=O
58: CC(=O)c1ccc(NC(=O)CCC(=O)OCC(F)(F)C(F)F)cc1
59: Cc1cc(S(=O)(=O)NCCN(C)C)c(C)s1
60: Cc1cc(C)c(C)c(S(=O)(=O)Nc2ccc(O)cc2)c1C

assay / entry | 56 | 57 | 58 | 59 | 60
Yeast tox | 10.9 | -4.2 | -1.7 | -16.1 | nt
Yeast tox inhibition % | 11.5 | -35.0 | -11.8 | -17.5 | nt
Yeast eIF2B | -8.4 | 36.0 | -89.2 | 2.6 | -14.3
Yeast eIF2B mutant toxicity | 11.5 | -35.0 | -11.8 | -17.5 | nt

61: O=c1ccc(Cl)cn1Cc1ccccc1F
62: CCCSc1nnc2n(C)c(=O)c3c4c(sc3n12)CCC4
63: COc1ccc(C2c3c(ccc4ccccc34)Oc3ncn4nc(CO/N=C/c5ccccc5)nc4c32)cc1 (stereo not drawn)
64: O=C(O)c1cc(S(=O)(=O)Nc2ccc3oc(=O)sc3c2)ccc1O
65: COc1cc(CNc2ncn[nH]2)cc(Br)c1OC

assay / entry | 61 | 62 | 63 | 64 | 65
Yeast tox | 12.1 | 12.9 | -13.4 | -5.6 | -4.2
Yeast tox inhibition % | 3.6 | 0.0 | -5.0 | -3.5 | 13.8
Yeast eIF2B | -18.9 | 26.9 | 37.8 | 38.2 | 1.6
Yeast eIF2B mutant toxicity | 3.6 | nt | -5.0 | -3.5 | 13.8

66: CNC(=S)N1CCN(c2c(F)cc3c(=O)c(C(=O)O)cn(C4CC4)c3c2OC)CC1C (stereo not drawn)
67: CCOC(=O)C1CCN(C(=O)N2CCOCC2)CC1
68: O=C(Nc1ccc(OCc2ccccc2)cc1)c1cccnc1
69: O=C(Nc1ccccn1)[C@@H]1CCC(=O)N1C(=O)OCc1ccccc1
70: CCCCOc1ccc(NC(=O)C(=O)NCCC2=CCCCC2)cc1

assay / entry | 66 | 67 | 68 | 69 | 70
Yeast tox | 20.4 | nt | -6.7 | 6.0 | 19.6
Yeast tox inhibition % | 21.9 | nt | 14.9 | -14.3 | 6.4
Yeast eIF2B | 18.9 | -2.5 | nt | -27.0 | nt
Yeast eIF2B mutant toxicity | 21.9 | nt | nt | -14.3 | nt

71: O=C(NCc1ccccc1)c1c(F)c(F)c(F)c(F)c1F
72: Cc1cccc(N2CCN(C(=O)c3ccncc3)CC2)c1C
73: O=C(NCc1ccco1)C1CCCN(S(=O)(=O)c2ccc(-n3cnnn3)cc2)C1 (stereo not drawn)
74: COC(=O)C1=C(C)N=c2s/c(=C/c3cccs3)c(=O)n2C1c1ccc(F)cc1 (stereo not drawn)

assay / entry | 71 | 72 | 73 | 74
Yeast tox | 13.4 | 11.9 | ? | -8.9
Yeast tox inhibition % | -4.5 | -1.7 | nt | -3.5
Yeast eIF2B | 20.9 | -15.8 | 8.3 | 15.6
Yeast eIF2B mutant toxicity | -4.5 | -1.7 | -5.2 | -3.5

Assay outcomes as filed in PubChem BioAssay.
